JMJD2A Tudor inh: JMJD2A Tudor domain (human) inhibition | O75164 | AID 504339 | AlphaScreen JMJD2A-Tudor / H3K4me3 peptide binding | Potency, µM (highest dose often 114 µM), for the others: at the top dose activity change, negative = inhibition, actives largely listed as inhibitors | 4.4% of 390,000 active; also: % is scaled to controls: 0 for no effect and ±100 for the full control effect; nearly all actives have a fitted effect of over 50% in size
BAZ2B block: inhibitors of human BAZ2B bromodomain; AlphaScreen BAZ2B-H3K14Ac peptide displacement; Potency, µM (highest dose often 114 µM), inactives show at the highest dose activity change, negative = inhibition, hits mostly inhibitors; 4.4% of 360,000 active; AID 504333; also: % is scaled to controls: 0 for no effect and ±100 for the full control effect; nearly all actives have a fitted effect of over 60% in size
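Inhibition is scored as reduced AlphaScreen emission. The BAZ2B/b-H3(5-23)K14Ac complex (50 nM each) in PBS pH 7.4, 0.01% Tween-20 meets compound (up to 110 uM) for 30 min at RT before bead addition.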
G9a block: blocks human histone lysine methyltransferase G9a | Potency, µM (highest dose often 102 µM), for inactives: top-dose activity, negative = inhibition, actives largely listed as inhibitors | G9a H3K9 monomethylation, AlphaScreen, 2 h | Q96KQ7 | 8.8% of 350,000 active; also: % is scaled to controls: 0 for no effect and ±100 for the full control effect; nearly all actives have a fitted effect of over 75% in size
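AlphaScreen read-out: biotin-H3K9 peptide (500 nM) methylation by 20 nM enzyme with 20 uM SAM, 2 h at room temperature after 15 min compound preincubation; anti-monomethyl H3K9 antibody plus donor/acceptor beads, 10 min dark.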
POLI inh: blocks human DNA polymerase iota activity; Q9UNA4; Pol iota fluorescent replication assay, 10 min; Potency, µM (top dose mostly 115 µM), for the others: at the top dose activity, negative = inhibition, hits mostly inhibitors; 1% of 390,000 active
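Fluorescent replication assay read twice, at 0 min and 10 min after adding 50 nM (final) substrate. Enzyme (10 nM) and compounds were first incubated 15 min at room temperature; enzyme-free buffer wells were negative controls.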
GLS inhibitor: blocks human kidney-isoform glutaminase activity; GLS enzymatic activity, qHTS titration; AID 624170; Potency, µM (highest dose often 45.5 µM), for inactives: top-dose activity change, negative = inhibition, most hits filed as inhibitors; 0.21% of 410,000 active; also: % is scaled to controls: 0 for no effect and ±100 for the full control effect
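hKGA; 45 mM KH2PO4 pH 8.2 + 0.02% Tween-20; cpd via pin tool; 1 mM Gln soln; GluOx/HRP/Amplex Red; RT 30 min; fluor. t0 & final.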
HP1b chromo inh: HP1-beta chromodomain-methylated histone interaction inhibition; P83916; AlphaScreen HP1-beta / biotin-H3K9me3 peptide binding; Potency, µM (top dose mostly 114 µM), for inactives: at the top dose activity change, negative = inhibition, most hits filed as inhibitors; 0.56% of 390,000 active; AID 540317; also: nearly all actives have a fitted effect of over 70% in size; inactives centre near 23
Target sequence (P83916 whole entry, looked up): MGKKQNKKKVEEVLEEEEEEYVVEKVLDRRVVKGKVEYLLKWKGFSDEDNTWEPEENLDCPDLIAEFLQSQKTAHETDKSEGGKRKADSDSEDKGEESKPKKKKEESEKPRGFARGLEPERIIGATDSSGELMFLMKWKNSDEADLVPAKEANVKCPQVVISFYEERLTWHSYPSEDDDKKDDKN
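HP1-beta protein (50 nM final) preincubated 30 min at room temperature with biotinylated H3(1-18)K9me3 peptide (50 nM) in PBS pH 7.4, 0.01% Tween-20, then compound added for 30 min. AlphaScreen streptavidin donor/nickel chelate acceptor beads (10 ug/mL final), 30 min dark, luminescence read.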
BLM helicase inh: Bloom syndrome helicase (human) inhibition; Potency, µM (titrated, usually from 56.1 µM), inactives show at the highest dose activity change, negative = inhibition, most hits filed as inhibitors; P54132; recombinant BLM DNA unwinding, fluorescence dequenching; 0.2% of 350,000 active;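 also: plate controls were vehicle for no effect and no enzyme for full effect; nearly all actives have a fitted effect of over 35% in size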
Pin1 inh: human Pin1 inhibition; Q13526; Pin1 FP peptide displacement, HiFluor488, 10 min; Potency, µM (doses to about 115 µM), for inactives: at the highest dose activity, negative = inhibition, actives largely listed as inhibitors; 0.009% of 390,000 active; AID 504891; active = well fitted inhibition curve with a large enough effect in the polarisation, with a control signal flat, not every such curve was filed as active; inconclusive = small, poorly fitted or top-dose-only effect, or effect the other way, or a change in a side signal; inactive = no such curve, though single readings can be large or run the other way; the % refers to the polarisation; also: % is scaled to controls: 0 for no effect and ±100 for the full control effect
Target sequence (Q13526 whole entry, looked up): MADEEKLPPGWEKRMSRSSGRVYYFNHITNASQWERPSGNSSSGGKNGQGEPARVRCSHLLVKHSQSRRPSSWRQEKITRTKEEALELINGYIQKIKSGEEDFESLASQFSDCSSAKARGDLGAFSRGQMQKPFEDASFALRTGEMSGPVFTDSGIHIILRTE
PGK inhibitor: inhibitors of T. brucei phosphoglycerate kinase; PGK/GAPDH coupled, Kinase-Glo luminescence, 60 min; Potency, µM (series often up to 57.5 µM), inactives show at the top dose activity change, negative = inhibition, usual class: inhibitors; 0.043% of 380,000 active; also: % is scaled to controls: 0 for no effect and ±100 for the full control effect; nearly all actives have a fitted effect of over 60% in size
Target sequence (P07378 whole entry, looked up): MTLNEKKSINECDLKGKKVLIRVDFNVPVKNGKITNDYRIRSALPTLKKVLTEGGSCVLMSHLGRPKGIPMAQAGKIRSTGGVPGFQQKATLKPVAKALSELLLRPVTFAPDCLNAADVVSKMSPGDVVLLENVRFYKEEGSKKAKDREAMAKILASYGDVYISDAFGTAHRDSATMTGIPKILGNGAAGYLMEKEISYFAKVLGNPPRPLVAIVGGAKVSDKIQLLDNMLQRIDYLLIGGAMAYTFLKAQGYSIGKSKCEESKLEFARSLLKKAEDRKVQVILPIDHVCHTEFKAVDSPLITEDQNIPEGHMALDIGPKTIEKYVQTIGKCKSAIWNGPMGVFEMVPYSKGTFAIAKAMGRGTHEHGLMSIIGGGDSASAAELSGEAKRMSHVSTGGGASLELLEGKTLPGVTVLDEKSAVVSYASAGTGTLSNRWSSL
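Recombinant glycosomal PGK reaction used 1,3-bisphosphoglycerate generated in-well by GAPDH (100nM final) in 100mM TEA pH 7.6, 5mM MgCl2, 0.01% Tween-20. After 60 minutes at room temperature, ATP was read by Kinase-Glo Plus luminescence end-point.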
The depositor's hits bear a star; i = inactive; ? = inconclusive; / = not tested or not shown; & = joins results of further samples; [ ] = dose if it differs, or a comment. Unless noted, calls follow the shape of the dose curve; as a rule, active = well fitted curve in the direction sought with a large enough effect; inconclusive = small, poorly fitted or top-dose-only effect, or another doubt; inactive = no such curve, though single readings can be large; an effect the other way counts as inactive or inconclusive. Potency is read from the fitted curve at half-maximal effect. Only part of the results is shown (hit frequency here may not be typical).

SMILES	JMJD2A Tudor inh	BAZ2B block	G9a block	POLI inh	GLS inhibitor	HP1b chromo inh	BLM helicase inh	Pin1 inh	PGK inhibitor
COc1cccc(/C=C/C(=O)OCC(=O)Nc2ccc3[nH]c(=O)[nH]c3c2)c1OC	-9.3%	8.6%	-29.2%	-0.6%	-1.1%	4.7%	/	29.3%	-8.6%
N#Cc1cn(CCOc2ccccc2F)c2ccccc12	33.9%[57.1 µM]	52.4%[activator]	89.5%[activator][59 µM]	-18.4%	0.4%	118.1%[activator]	-14.4%	-0.4%	i
O=C(C1=C[C@H](c2coc3ccccc3c2=O)C[C@H](OCCCCO)O1)N1CCOCC1	-9.2%	-4.3%	4.8%[12.7 µM]	2.1%	0.9%	33.6%	-3.9%	-0.4%	6.9%
CCC(=O)Nc1ccc(C(=O)n2nc(C)cc2C)cc1	-6.4%	-2.1%	?	4.3%	0.0%	17.1%	0.5%	3.3%	-8.4%
O=[N+]([O-])c1cc(-c2cnc3ccccc3n2)ccc1Oc1ccc(Cl)cc1	-32.9%	?	14.1µM*	9.9%	-11.8%	10.1%	-3.8%	-0.1%	-1.2%
CCOC(=O)c1c(C)c(C(=O)NCc2cccs2)c(C)n1C	-20.4%	?	13.7%[12.7 µM]	4.9%	4.4%	6.0%	-5.9%	-4.3%	i
COc1ccc(N2CCN(C(=O)c3sc4nc5n(c(=O)c4c3C)CCC5)CC2)cc1	-13.5%	3.9%	5.1%[59 µM]	7.3%	-3.6%	47.9%[activator]	-2.2%	-4.5%	-2.6%
Cc1nnc(N2CCCC(C(=O)NCc3cccc(F)c3)C2)c2nn(-c3ccccc3)c(C)c12 (stereo unspecified)	-16.4%	-2.1%	/	-14.3%	2.6%	62.8%[activator]	-11.1%	24.3%	3.6%
CSc1cccc(N2CC(C(=O)NCCN3C(=O)S/C(=C\c4cccnc4)C3=O)CC2=O)c1 (stereo unspecified)	-19.3%	6.0%	?	-10.3%	1.5%	21.7%	/	-0.3%	-2.2%
COc1ccccc1CNS(=O)(=O)c1c(C)nc2scc(C)n2c1=O	-10.1%&-11.3%	-4.9%&5.9%	1.1%	12.6%&7.2%	-1.1%&4.3%	13.6%&11.8%	-1.8%&2.3%	-4.9%&-0.3%	-0.4%&-9.8%
Cc1ccccc1-n1c(=O)n(Cc2ccc(C(=O)O)cc2)c(=O)c2[nH]cnc21	4.4%	-1.2%	?	100.3%[activator]	-19.3%	20.1%	2.8%	-5.7%	3.5%
Cc1ccc(S(=O)(=O)Nc2nc3ccccc3s2)cc1	-4.6%[57.1 µM]	5.5%	-25.4%	21.0%	5.4%	39.4%[activator]	-2.7%	2.7%	-6.3%
COc1cccc2cc(-c3ccnc(N)n3)oc12	-14.6%	-16.9%	-30.5%	161.5%[activator]	1.7%	5.8%	2.9%	-0.9%	-12.7%
COc1ccc(OC)c(S(=O)(=O)NCCCN2CCCC2=O)c1	-15.8%	-1.5%	/	59.2%[activator]	-1.4%	33.8%	-4.8%	-12.9%	-4.9%
CN(CC(=O)Nc1cccc(F)c1)C(=O)c1ccc(-n2cncn2)c([N+](=O)[O-])c1	-6.2%	6.0%	-1.2%[59 µM]	17.0%	7.3%	18.2%	/	-2.4%	-2.7%
CC(=O)Cc1nsc(NC(=O)c2ccc(Br)o2)n1	-11.0%	-1.9%	-11.0%[59 µM]	18.7%	5.6%	20.5%	4.5%	-5.4%	4.5%
CC(C)C(NC(=O)c1cccs1)c1nnc(SCC(=O)Nc2nccs2)n1C (stereo unspecified)	-17.9%	11.1%	6.0%[12.7 µM]	2.5%[58.9 µM]	8.9%	17.7%	-1.5%	1.4%	-1.6%
COc1ccc(NC(=O)c2c(C)cc(=O)oc2C)c(OC)c1	13.9%	2.8%	-39.7%[12.7 µM]	-3.5%	8.0%	28.9%	2.8%	-8.7%	5.9%
O=C(C1CCN(S(=O)(=O)c2cccc3nsnc23)CC1)N1CCc2ccccc21	-18.2%	-29.7%	-15.4%	12.1%	3.0%	-4.8%	0.4%	3.3%	-3.0%
O=C(O)C1CC=CCC1C(=O)Nc1ccc(N2CCN(Cc3ccccc3)CC2)cc1 (stereo unspecified)	?	?	?	-1.2%	34.7%[activator]	-6.0%	-5.6%	5.9%	-8.2%
CC(C(=O)Nc1ccc(F)c(F)c1F)N(C)Cc1cccs1 (stereo unspecified)	32.2%	43.7%[activator]	113.0%[activator]	7.1%	0.0%	59.2%[activator]	-3.1%	-1.1%	2.4%
CC(=O)N1CCN(C(=O)COC(=O)/C=C/c2ccccc2[N+](=O)[O-])CC1	-1.4%	/	/	-6.5%	-0.2%	41.0%[activator]	/	-3.3%	4.4%
O=C(CNc1ccccc1)Nc1ccc(F)cc1	-22.0%	-3.5%	-43.4%[59 µM]	-3.8%	0.3%	20.9%	2.2%	-6.2%	-4.0%
c1ccc2c(c1)NC(CN1CCOCC1)CO2 (stereo unspecified)	-4.5%	2.6%	1.8%	1.3%	26.8%	3.4%	-0.4%	-9.1%	-7.9%
Cc1c(C(=O)N2CCCC2)c(S(=O)(=O)N2CCN(c3ccccc3F)CC2)c(C)n1C	-23.3%	-14.8%	-6.8%	23.8%	2.8%	50.9%[activator]	-0.1%	1.8%	-7.0%
COc1cc(C(C(=O)NC2CCCC2)N(C(=O)c2snc(C(N)=O)c2N)C2CCCC2)cc(OC)c1OC (stereo unspecified)	2.3%	-3.7%	11.5%	23.2%	2.5%	27.3%	-6.1%	8.2%	10.9%
COCCOCCOCCC(=O)NC1CC2CCC1(C)C2(C)C (stereo unspecified)	-9.4%	1.3%	?	1.2%	1.3%	40.0%[activator]	-1.1%	-1.6%	-6.1%
CC(C)CCN1CC(C(=O)NCc2ccc(F)cc2)CC1=O (stereo unspecified)	-5.8%	-5.3%	6.4%[59 µM]	9.5%	-5.2%	24.1%	-2.9%	-6.0%	/
CC(C)n1cc(C(=O)c2cc(Br)ccc2O)cc(C#N)c1=O	-14.4%	-1.4%	15.2%[12.7 µM]	19.2%	-0.1%	19.0%	-0.3%	25.1%	14.3%
CCc1ccccc1NC(=O)Cn1nnc(-c2cccs2)n1	-15.7%	-2.2%	-9.0%[59 µM]	5.8%	22.2%	-15.4%	-2.5%	2.3%	/
COc1ccc(C(=O)NNC(=O)C(=O)Nc2ccc(C)c(Cl)c2)cc1	?	-7.5%	6.7%	-0.8%	-15.7%	17.8%	4.3%	12.1%	-2.8%
Cc1ccc(CNC(=O)C2CCN(C(=O)Nc3ccc(C)cc3)CC2)cc1	-9.7%	7.4%	-1.3%	15.2%	-0.8%	1.5%	-2.8%	1.8%	4.6%
Cc1ccc(-n2ncc(C(=O)Nc3ccc4c(c3)OCCO4)c2C2CCN(C(=O)OC(C)(C)C)CC2)cc1C	-35.9%	-14.3%[57.1 µM]	?	9.7%	-4.1%	10.2%	-14.5%	11.6%	-8.9%
CC(C)(C)C(=O)/C(=C/c1ccncc1)n1cncn1	-21.3%	-4.0%	/	10.6%	7.4%	17.0%	-0.4%	1.1%	i
Nc1ncnc(Nc2cccc(C(F)(F)F)c2)n1	0.0%	1.0%	21.9%[12.7 µM]	5.8%[58.9 µM]	6.2%	25.5%	0.4%	-0.9%	0.2%
COc1ccc2c(CC(=O)OCC(=O)Nc3cccc(S(N)(=O)=O)c3)coc2c1	-10.2%	-13.7%	-1.6%	23.6%	-1.4%	19.5%	1.9%	3.1%	5.0%
O=C(c1noc2c1CCCCC2)N1CCN(c2ccc(Cl)cc2)CC1	6.1%	12.3%[57.1 µM]	-3.1%[59 µM]	18.0%	7.0%	39.4%[activator]	-2.1%	-1.0%	-8.7%
O=C1C(c2c(O)[nH]c3ccccc23)=Nc2ccccc21	-25.9%	-11.0%	5.2%&19.4%&5.6%&17.7%[59 µM]	37.8%[activator]	3.6%	-25.2%	-4.1%	-1.6%	-11.1%
O=C(c1ccccc1)C1CCN(C(=O)C2CCC(=O)N(Cc3cccc(F)c3)C2)CC1 (stereo unspecified)	4.2%	2.3%	-8.4%[12.7 µM]	3.5%	-3.3%	17.4%	-0.3%	-5.8%	-4.0%
CCOC(=O)N1CCN(c2ccc([N+](=O)[O-])cc2F)CC1C (stereo unspecified)	-24.3%	?	-3.7%[59 µM]	13.5%	8.6%	-0.4%	-3.8%	0.2%	-7.3%
COc1ccc(Nc2cc(NCCCO)c([N+](=O)[O-])c3nonc23)cc1	-6.4%	-8.1%	-2.9%	4.7%	12.1%	17.8%	-1.2%	-4.0%	-8.0%
COc1ccc(C(=O)Cn2c(=N)n(C)c3ccccc32)cc1	-5.4%	-12.1%	0.7%	-18.5%[58.9 µM]	-7.1%	16.3%	-1.6%	1.3%	0.4%
CC(C)(C)C1CCC(=NNc2ncc(C(F)(F)F)cc2Cl)CC1 (stereo unspecified)	-30.2%	79.4µM*	26.5%[59 µM]	35.8%	27.5%	12.5%	-0.4%	-3.5%	-5.7%
CC(C)(C)OC(=O)C[C@H]1C/C=C\C[C@@H](CC(=O)N[C@@H](CO)Cc2ccccc2)C(=O)N2CCC[C@@H]2COC1=O	-15.5%	/	/	26.2%	8.4%	16.3%	/	-0.8%	i
CCCN(CC(=O)Nc1ccccc1OC)C(=O)CSc1nc(C)cc(C)n1	-8.5%	10.1%	-4.1%	63.8%[activator]	-2.9%	-16.6%	/	-1.9%	-8.3%
Cc1cc(NC(=O)C2CCN(S(=O)(=O)c3c(C)noc3C)CC2)ccc1Br	-15.8%&-6.5%	17.9%&0.9%	0.4%[59 µM]	-7.7%&5.8%	-1.6%&-4.1%	28.2%[57 µM]	-0.5%&-2.3%	3.9%&1.5%	6.5%&3.8%

Screens deposited in PubChem by National Center for Advancing Translational Sciences (NCATS).
